Screening results: PubChem, Broad Institute
U2OS ROS induce: raises reactive oxygen species in U2OS cancer cells. 2% of 46,000 active. AID 624156. ROS induction (% of piperlongumine), % at 10 µM. U2OS ROS induction, H2DCF-DA fluorescence; in the data active means ROS induction above about 79%, passing the limit was not always enough;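 further: 0% = DMSO vehicle median and 100% = reference compound median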
An asterisk follows results filed as active.

SMILES	U2OS ROS induce
O=C(CC(Sc1ccc(Br)cc1)C(=O)O)c1ccc(Cl)cc1 (centres undefined)	36
C[C@@H]1CN([C@H](C)CO)C(=O)CCCn2cc(nn2)CO[C@H]1CN(C)C(=O)Nc1ccc(C(F)(F)F)cc1	-7
C[C@@H]1CCCCO[C@@H](CN(C)Cc2ccncc2)[C@@H](C)CN([C@H](C)CO)C(=O)c2cc(NS(=O)(=O)c3cn(C)cn3)ccc2O1	-2
COC(=O)C1=C(C)NC(=O)CC1c1ccccc1C (centres undefined)	31
C[C@H]1CN([C@@H](C)CO)C(=O)Cc2cc(N(C)C)ccc2O[C@@H]1CN(C)C(=O)Nc1ccccc1	-2
O=C1O[C@@H](c2ccccc2)[C@@H](c2ccccc2)N2[C@@H](c3ccc(O)cc3)[C@]3(C(=O)Nc4ccccc43)[C@@H](C(=O)N3CCCCCCC3)[C@H]12	5
CNC[C@H]1Oc2ccc(NC(=O)c3ccncc3)cc2C(=O)N([C@H](C)CO)C[C@H]1C	3
CCOC(=O)c1c(CSc2nc(C)ccc2C#N)oc2ccc(OC(C)=O)cc12	154*
O=C(O)CCCCCC(=O)NN=C1CCCC1	-6
Cc1ccc(-n2nnc3c(SCC(=O)N4CCCC4)ncnc32)cc1	134*
Cc1noc(C)c1S(=O)(=O)Nc1ccc2c(c1)C(=O)N([C@H](C)CO)C[C@H](C)[C@H](CN(C)S(C)(=O)=O)O2	21
C[C@@H]1CN([C@@H](C)CO)C(=O)Cc2cc(NC(=O)C3CC3)ccc2O[C@@H]1CN(C)Cc1ccc(C(=O)O)cc1	-7

Ordered by SMILES length (rising): some entries from above
SMILES	U2OS ROS induce
CNC[C@H]1Oc2ccc(NC(=O)c3ccncc3)cc2C(=O)N([C@H](C)CO)C[C@H]1C	3
Cc1noc(C)c1S(=O)(=O)Nc1ccc2c(c1)C(=O)N([C@H](C)CO)C[C@H](C)[C@H](CN(C)S(C)(=O)=O)O2	21
C[C@@H]1CCCCO[C@@H](CN(C)Cc2ccncc2)[C@@H](C)CN([C@H](C)CO)C(=O)c2cc(NS(=O)(=O)c3cn(C)cn3)ccc2O1	-2

Part of the list above, set out differently.
C[C@@H]1CN([C@H](C)CO)C(=O)CCCn2cc(nn2)CO[C@H]1CN(C)C(=O)Nc1ccc(C(F)(F)F)cc1
  U2OS ROS induce: -7

C[C@@H]1CCCCO[C@@H](CN(C)Cc2ccncc2)[C@@H](C)CN([C@H](C)CO)C(=O)c2cc(NS(=O)(=O)c3cn(C)cn3)ccc2O1
  U2OS ROS induce: -2

C[C@H]1CN([C@@H](C)CO)C(=O)Cc2cc(N(C)C)ccc2O[C@@H]1CN(C)C(=O)Nc1ccccc1
  U2OS ROS induce: -2

Additional entries:
SMILES	U2OS ROS induce
O=C(CSc1ncccn1)Nc1cc(Cl)cc(Cl)c1	2
COc1cc(OC)c2c(O)c3c(c(-c4c5c(c(O)c6c(OC)cc(OC)cc46)CO[C@@H](C)[C@H]5O)c2c1)[C@H](O)[C@H](C)OC3	8
Cc1ccc(C(=O)CSc2nnc(-c3cc(C(C)(C)C)nn3Cc3cccc(C)c3)o2)cc1	15
COc1ccc(NC(=O)Nc2ccc3c(c2)CC(=O)N([C@H](C)CO)C[C@@H](C)[C@H](CN(C)Cc2ccc(Oc4ccccc4)cc2)O3)cc1	4
COc1ccc(NC(=O)Nc2cccc3c2O[C@@H](CN(C)Cc2ccc(-c4ccccc4)cc2)[C@H](C)CN([C@H](C)CO)C3=O)cc1	-1
C[C@H]1CN([C@@H](C)CO)C(=O)c2cccc(NC(=O)C3CCOCC3)c2O[C@@H]1CN(C)C(=O)Nc1ccc(C(F)(F)F)cc1	-9
O=C(c1nsnc1-c1ccccc1O)N1CCCC1	-2
COC(=O)c1cc(S(=O)(=O)N2CCSC2)oc1C	-5
Cc1ccc(S(=O)(=O)Nc2cccc3c2O[C@H](CN(C)Cc2ccncc2)[C@@H](C)CN([C@H](C)CO)C3=O)cc1	4
Cc1cc(OCCCC(=O)Nc2sc3c(c2C#N)CCCC3)cc(C)c1Cl	-10
Cc1ccc(NC(=O)COc2ccc3c(=O)c(-c4ccccc4Cl)coc3c2)cc1	4
CS(=O)(=O)N(CC(=O)Nc1cc(Cl)ccc1Cl)c1cc(Cl)c(Cl)cc1Cl	1
O=C(c1ccccc1)N1CCc2c([nH]c3ccccc23)C1c1ccccc1 (centres undefined)	31
CCOC(=O)c1c(CS(=O)c2ccc(Cl)cc2)oc2c(F)c(F)c(F)c(F)c12 (centres undefined)	-3
C=CCOC(=O)C1=C[C@@H](c2ccc3c(c2)OCO3)C[C@@H](OCc2ccc(CO)cc2)O1	15
CC(C)C(=O)N1N=C(c2ccccc2)CC1(O)C(F)(F)F (centres undefined)	-7
C[C@H]1CN([C@@H](C)CO)C(=O)c2cccc(NC(=O)c3nc4ccccc4s3)c2O[C@@H]1CN(C)Cc1ccccc1	47
O=C1c2c(O)cc(O)cc2O[C@H](c2ccccc2)[C@H]1O	-5
Nc1ccc(S(=O)(=O)Nc2ncccn2)cc1	-1
CCOc1cc(S(=O)(=O)NCc2ccccn2)ccc1Cl	-7
C[C@H](CO)N1C[C@H](C)[C@H](CN(C)Cc2ccc(Oc3ccccc3)cc2)Oc2c(NS(=O)(=O)c3ccc(F)cc3)cccc2C1=O	70
COc1ccc(C(=O)N(Cc2nc(-c3ccccc3)no2)C(C)C)cc1[N+](=O)[O-]	0
Cc1cccc(OCC(=O)Nc2ccc(Cl)c(-c3nc4ccccc4s3)c2)c1	8
CCc1cc2c(NCC3CCCO3)ncnc2s1 (centres undefined)	9
C[C@H](CO)N1C[C@H](C)[C@H](CN(C)S(=O)(=O)c2cn(C)cn2)Oc2ccc(NS(=O)(=O)c3ccccc3)cc2CC1=O	5
CNC[C@H]1Oc2ccc(NC(=O)Cc3ccccc3)cc2CC(=O)N([C@H](C)CO)C[C@H]1C	3
CC(C)=CCCC(C)(O)C1Cc2cc(C(=O)O)cc(CC=C(C)C)c2O1 (centres undefined)	-2
C[C@@H]1CN([C@H](C)CO)C(=O)c2cc(NS(=O)(=O)c3cn(C)cn3)ccc2O[C@H]1CN(C)C(=O)NC1CCCCC1	-4
CCN(CC(=O)Nc1ccc(Br)cc1F)S(=O)(=O)c1ccc(Cl)cc1	-14
O=C(Nc1cccc(C(F)(F)F)c1)/C(=C\c1cccs1)c1ccsc1	5
CC(C)NC(=O)N(C)C[C@@H]1Oc2ccc(NS(=O)(=O)c3cccs3)cc2C(=O)N([C@H](C)CO)C[C@@H]1C	4
C[C@@H]1CN([C@@H](C)CO)C(=O)c2cccc(N(C)C)c2O[C@@H]1CN(C)C(=O)Nc1ccccc1	5
C[C@@H]1CCCCO[C@@H](CN(C)CC2CCCCC2)[C@@H](C)CN([C@H](C)CO)C(=O)c2cc(NS(=O)(=O)c3ccc(F)cc3)ccc2O1	24
O=C(CCCCCCC(=O)Nc1ccccc1O)N/N=C/c1ccc(Br)cc1	48
Cc1noc(C)c1NC(=O)N(C)C[C@@H]1Oc2ccc(NC(=O)Nc3ccccc3)cc2CC(=O)N([C@H](C)CO)C[C@@H]1C	-1
Cc1c(Cl)cccc1NC(=O)CN(c1cccc(F)c1)S(C)(=O)=O	3
Cn1cccc1Cc1nnc(SCC(=O)NCc2ccco2)n1CCc1ccccc1	5
COc1ccc(-c2oc3c(OC)c(OC)c(OC)c(O)c3c(=O)c2OC)cc1OC	102*
C[C@@H]1CN([C@H](C)CO)C(=O)c2cc(NC(=O)Nc3ccc(F)cc3)ccc2O[C@@H]1CN(C)S(=O)(=O)c1cccs1	-3
COc1cccc(N(CC(=O)Nc2cc(C(F)(F)F)ccc2Cl)S(C)(=O)=O)c1	9
CC1(C)CC[C@@]2(C(=O)O[C@@H]3O[C@H](CO)[C@@H](O)[C@H](O)[C@H]3O)C(C1)C1=CCC3[C@@]4(C)CC[C@@H](O[C@@H]5O[C@H](CO)[C@@H](O)[C@H](O)[C@H]5O[C@@H]5O[C@H](CO)[C@@H](O)[C@H](O)[C@H]5O)C(C)(C)C4CC[C@@]3(C)[C@]1(C)C[C@H]2O (some centres undefined)	-15
CCn1c(-c2ccccc2)n[nH]c1=S	-4
Cc1cccc(NC(c2ccccc2C)c2ccc3ccc(C)nc3c2O)n1 (centres undefined)	32
C[C@H]1CN([C@@H](C)CO)C(=O)c2cccc(NS(=O)(=O)c3cn(C)cn3)c2O[C@H]1CN(C)S(=O)(=O)c1ccc(F)cc1	13
CCC(=O)c1ccc2c(c1)N(CC(C)N(C)C)c1ccccc1S2 (centres undefined)	26
COc1ccc(NC(=O)N(C)C[C@H]2Oc3ccc(NC(=O)Nc4cccc5ccccc45)cc3C(=O)N([C@H](C)CO)C[C@@H]2C)cc1	1
C[C@H](CO)N1C[C@H](C)[C@H](CN(C)S(=O)(=O)c2cccs2)Oc2ncc(C#CCN(C)C)cc2C1=O	-10
COc1cc(C2c3c(cc(OC)c(O)c3OC)CC(CO)C2COC2OCC(O)C(O)C2O)cc(OC)c1O (centres undefined)	3
Cc1ccc(S(=O)(=O)N(C)C[C@H]2Oc3c(NS(=O)(=O)c4ccccc4)cccc3C(=O)N([C@@H](C)CO)C[C@H]2C)cc1	4
C[C@@H]1CN([C@H](C)CO)C(=O)c2cccc(NC(=O)c3ccc(-c4nccs4)cc3)c2O[C@H]1CN(C)C(=O)Nc1ccc2c(c1)OCO2	-15
CN(C)CCC(c1ccccc1)c1ccccn1 (centres undefined)	15
O/N=C/c1c(F)cccc1F	-12
C[C@H]1CN([C@@H](C)CO)C(=O)c2cc(NC(=O)Cc3ccccc3)ccc2O[C@H]1CN(C)CC1CC1	29
COc1ccc(NC(=O)Nc2ccc3c(c2)C(=O)N([C@@H](C)CO)C[C@H](C)[C@H](CN(C)S(=O)(=O)c2ccccc2)O3)cc1	-7
Cc1nc(SCC(=O)c2cc3ccccc3oc2=O)c(C(N)=O)c(C)c1C	3
C=CCSc1n[nH]c(=O)n1-c1cccc(Cl)c1	-7
COC1OC(OC)C(O)(CC[C@@]2(O)[C@H](C)C[C@@H](O)C3[C@@](C)(CO)CCC[C@]32C)C1O (some centres undefined)	-2
CC1(C)CC(=O)C2=C(C1)N(c1ncn[nH]1)C(N)=C(C#N)C2c1ccsc1 (centres undefined)	31
CC1(C)CC(=O)C(C=NC(CO)(CO)CO)=C(O)C1	2
O=C(CN(C1CCCCC1)S(=O)(=O)c1ccc(F)cc1)NCC1CCCO1 (centres undefined)	-1

The results go on:
SMILES	U2OS ROS induce
CCn1c(SCC(=O)Nc2cccc(OC)c2)nnc1-c1cccc(C)c1	7
C=C1C(=O)O[C@H]2[C@H]1[C@@H](OC(=O)/C(C)=C/C)C(OC(C)=O)/C(C(=O)OC)=C\CC[C@@]1(C)O[C@H]21 (some centres undefined)	32
COc1ccc2oc(C)c(C(=O)CSc3ccccc3)c2c1	4
CCOC(=O)c1cnc2c(ccc3ccccc32)c1NCC(C)C	15
C[C@@H]1CN([C@@H](C)CO)C(=O)c2cc(N(C)C)ccc2O[C@H]1CN(C)Cc1ccc(C(=O)O)cc1	-7
Cc1noc(C)c1NC(=O)Nc1ccc2c(c1)C(=O)N([C@H](C)CO)C[C@@H](C)[C@@H](CN(C)Cc1ccccc1)O2	-4
C[C@H](CO)N1C[C@H](C)[C@H](CN(C)C(=O)Nc2ccccc2)Oc2c(NC(=O)Nc3ccccc3)cccc2C1=O	21
Cc1cc(C)c(C#N)c(SCCN2CCCCC2)n1	-4
Cc1oc(-c2ccc3c(c2)OCCO3)cc1C(=O)NCC(=O)O	-5
C[C@H]1CN([C@@H](C)CO)C(=O)c2cccc(NS(=O)(=O)c3cccs3)c2O[C@H]1CN(C)Cc1ccc(C(F)(F)F)cc1	8
CCOC(=O)c1c(-c2ccccc2)c2cc(Cl)ccc2[nH]c1=O	55
C[C@@H]1CN([C@H](C)CO)C(=O)Cc2cc(NC(=O)Nc3ccccc3)ccc2O[C@@H]1CN(C)S(=O)(=O)c1cccs1	1
CCc1ccc(Oc2coc3cc(OC(=O)c4cccs4)ccc3c2=O)cc1	-9
Cc1ncc([N+](=O)[O-])n1Cc1n[nH]c(=S)n1C	-6
CC1(C)CC(=O)C(C=NCc2ccc(F)cc2)=C(O)C1	16
N#Cc1ccccc1NC(=O)CSc1ccccn1	-6
C[C@@H]1CN([C@H](C)CO)C(=O)CCCn2cc(nn2)CO[C@@H]1CN(C)S(=O)(=O)c1ccc(Oc2ccccc2)nc1	6
COC(=O)c1ccc(NCc2cc(O)ccc2O)cc1	10
COc1ccc(OC(=O)c2cc3ccccc3o2)cc1	-10
N#Cc1ccc(/C=N/NC(=O)CCCCCC(=O)O)cc1	49
C[C@@H]1CCCCO[C@H](CN(C)C(=O)CCCN(C)C)[C@@H](C)CN([C@H](C)CO)C(=O)c2cc(NC(=O)NC3CCCCC3)ccc2O1	22
CC(C)(C)c1cc(NC(=O)CSc2nnnn2-c2ccccc2)cc(C(C)(C)C)c1	1
Brc1ccccc1-c1nc2ccccc2c2nc3ccccc3n12	64
C[C@H](CO)N1C[C@H](C)[C@H](CN(C)S(=O)(=O)c2cccs2)Oc2c(NC(=O)C3CC3)cccc2C1=O	19
C[C@H](CO)N1C[C@H](C)[C@@H](CN(C)S(=O)(=O)c2cccs2)Oc2c(NC(=O)C3CCOCC3)cccc2C1=O	-8
CSc1nn(-c2ccccc2)cc1-c1nc(-c2ccccc2)cs1	3
Cc1noc(C)c1S(=O)(=O)Nc1ccc2c(c1)C(=O)N([C@H](C)CO)C[C@H](C)[C@H](CN(C)Cc1ccc(C(=O)O)cc1)OCCCC[C@@H](C)O2	-3
C[C@H](CO)N1C[C@H](C)[C@H](CN(C)Cc2ccccc2)Oc2ccc(NC(=O)Cc3cn(C)c4ccccc34)cc2CC1=O	9
Cc1c(N2CCCC2)cc2c(c1N)C(C)(C)CC2(C)C	-7
C[C@H]1CN([C@@H](C)CO)C(=O)CCCn2cc(nn2)CO[C@H]1CN(C)Cc1ccc2c(c1)OCO2	-4

Some of the compounds tested (hit frequency here may not be typical).
